# Compound activity deposited in PubChem BioAssay by The Scripps Research Institute Molecular Screening Center.
# TAAR1 ag – agonists of human TAAR1; CHO RD-HGA16 TAAR1, Fluo-8 calcium fluorescence; vehicle wells 0%, saturating PEA agonist 100%; activation, % at 3 µM; 360,000 compounds, 0.99% hits;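 active means activation above the mean activation of all test compounds in the run plus 3 SD, cut at about 38% in these data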
# Target sequence (Q96RJ0 whole entry, looked up): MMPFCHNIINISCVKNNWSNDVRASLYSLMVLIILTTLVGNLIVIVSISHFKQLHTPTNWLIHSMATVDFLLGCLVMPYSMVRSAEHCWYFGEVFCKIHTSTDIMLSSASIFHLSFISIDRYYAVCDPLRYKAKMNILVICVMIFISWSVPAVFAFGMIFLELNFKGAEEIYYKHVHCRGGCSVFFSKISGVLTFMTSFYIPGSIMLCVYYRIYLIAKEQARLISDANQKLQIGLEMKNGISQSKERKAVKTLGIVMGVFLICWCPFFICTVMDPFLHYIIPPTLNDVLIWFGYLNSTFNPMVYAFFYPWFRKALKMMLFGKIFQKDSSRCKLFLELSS
#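 Assay system – CHO-derived RD-HGA16 cells with stable Gα16 and human TAAR1 · Compound dosing – one-point dosing at 3 µM (nominal) · Incubation – 17-24 h seeding, 75 min 37 °C dye, 30 min RT · Measured by – kinetic Fluo-8 calcium fluorescence · Control set – DMSO vehicle as 0%, PEA at EC100 as 100% · Repeats – single well for each compound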
# CHRM1 PAM – human CHRM1 positive allosteric modulation. activation, % at 3 µM. AID 588819. 360,000 compounds, 0.088% hits. CHO-K1 hM1, Fluo-8 calcium fluorescence, ACh EC20; 0% = ACh EC20, 100% = maximal ACh; in the data active means activation above about 19%, passing the limit was not always enough
# M1 ag – agonists of human M1 muscarinic receptor | CHO-K1 hM1, Fluo-8 calcium fluorescence, agonist mode; 0% DMSO, 100% acetylcholine EC100 | activation, % at 3 µM | 360,000 compounds, 0.33% hits | AID 588814;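 active means activation above the run's mean compound activation plus 3 SD, cut at about 16% in these data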;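 further: peak over basal fluorescence ratio within a 140 s kinetic read after compound addition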
# CHO parental Ca – counter-screen for OX1R antagonists: effect in parental CHO cells; parental CHO-K1, ATP-induced calcium, Fluo-8 fluorescence; inhibition, % at 5.6 µM; 330,000 compounds, 0.63% hits;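 active means inhibition above that plate's mean sample inhibition plus 3 SD, cut at about 26% in these data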;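 further: 0% = ATP-challenged DMSO wells and 100% = DMSO wells without ATP; some compounds past the cut are filed as inactive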
#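 Material – parental CHO cells · Reagent – ATP stimulus · Compound – single nominal dose of 5.6 µM per compound · Detection – Fluo-8 fluorescence · Read-out basis – percent inhibition of calcium signal · Controls – ATP-challenged DMSO wells low, unchallenged DMSO wells high · Repeats – no replicates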
# TAAR1 antagonist – human TAAR1 antagonism; Q96RJ0; CHO RD-HGA16 TAAR1, Fluo-8 calcium fluorescence, antagonist; inhibition, % at 3 µM; 360,000 compounds, 1.5% hits; AID 624466;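 active means inhibition above a per-plate cutoff, the mean inhibition of test compounds on that plate plus 3 SD, cut at about 49% in these data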;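 further: 0% = DMSO plus EC80 beta-PEA response and 100% = DMSO alone without agonist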
#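 Test system: CHO RD-HGA16 cells bearing hTAAR1 | Reagent: β-PEA, EC80 | Compound dosing: 3 µM, single point | Schedule: Dye loading 75 min at 37 °C, then 30 min room temperature | Signal: Calcium fluorescence with Fluo-8 | Evaluation: Percent inhibition of PEA-evoked calcium signal, max/basal emission ratio | Control set: DMSO-only wells and EC80 β-PEA-stimulated wells | Repeats: Singlicate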
# OXTR potentiate – potentiators of human oxytocin receptor | P30559 | CHO-OTR cells, Fluo-8 calcium fluorescence, potentiator mode; 0% = oxytocin EC15, 100% = EC100 | activation, % at 3 µM | 320,000 compounds, 0.061% hits;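 active means activation above that plate's cutoff, the mean activation of tested compounds plus 3 SD, cut at about 6.6% in these data, passing the limit was not always enough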;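 further: 100% uses oxytocin at 75 nM as the full agonist control; some results filed as inactive read as strong as hits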
#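 Assay system: CHO-OTR cells, human receptor / Also added: oxytocin at about EC15, sub-maximal agonist stimulus / Dosing: single dose, 3.0 µM nominal final compound concentration / Incubation: 6 min pre-incubation, 100 s read / Technique: Fluo-8 calcium dye fluorescence / Read-out: % activation vs EC15 and EC100 oxytocin / Benchmarks: EC15 oxytocin low, 75 nM oxytocin high / Replicates: singlicate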
# V1aR counter – activates human V1a receptor in oxytocin agonist counter-screen | P37288 | CHO-V1R cells, Fluo-8 calcium fluorescence, agonist mode; 0% DMSO, 100% 3 nM vasopressin | activation, % at 3 µM | 320,000 compounds, 0.25% hits | AID 2797;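 active means activation above the mean activation of all tested compounds plus 3 SD, per screening run, cut at about 20% in these data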;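 further: signal is peak over basal fluorescence ratio across a 100 second FLIPR read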
# Target sequence (P37288 whole entry, looked up): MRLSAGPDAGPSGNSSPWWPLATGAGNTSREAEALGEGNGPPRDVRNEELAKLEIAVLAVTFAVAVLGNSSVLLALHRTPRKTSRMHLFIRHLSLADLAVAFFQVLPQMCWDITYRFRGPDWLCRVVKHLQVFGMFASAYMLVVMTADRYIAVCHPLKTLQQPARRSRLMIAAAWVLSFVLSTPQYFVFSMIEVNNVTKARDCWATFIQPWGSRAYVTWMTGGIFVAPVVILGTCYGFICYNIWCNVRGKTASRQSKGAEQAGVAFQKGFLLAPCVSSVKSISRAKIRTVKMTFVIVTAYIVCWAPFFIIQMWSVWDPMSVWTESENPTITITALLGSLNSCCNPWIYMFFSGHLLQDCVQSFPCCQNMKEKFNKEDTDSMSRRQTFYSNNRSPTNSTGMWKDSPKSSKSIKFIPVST
# OXTR agonist – agonists of human oxytocin receptor. 320,000 compounds, 0.32% hits. CHO-OTR cells, Fluo-8 calcium fluorescence; normalized: DMSO 0%, oxytocin 100%. activation, % at 3 µM. P30559;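 active means activation above the mean of all tested compounds plus 3 SD, cutoff set per screening run, cut at about 20% in these data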;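 further: peak over basal fluorescence ratio from a 100 s FLIPR kinetic read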
# CHRM1 antagonist – antagonists of human M1 muscarinic receptor; AID 588852; inhibition, % at 3 µM; 360,000 compounds, 1.3% hits; P11229; CHO-K1 hM1, Fluo-8 calcium fluorescence, ACh EC80 antagonist;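 active means percent inhibition above its own plate's cutoff, namely the mean of that plate's compound wells plus 3 SD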;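 further: peak over basal fluorescence ratio during 140 s after agonist addition; 0% = ACh EC80 plus DMSO and 100% = DMSO alone without agonist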
# Active calls of the source: *; x = no result given.
SMILES,TAAR1 ag,CHRM1 PAM,M1 ag,CHO parental Ca,TAAR1 antagonist,OXTR potentiate,V1aR counter,OXTR agonist,CHRM1 antagonist
CCN(CC)C(=O)c1ncn(Cc2ccccc2)c1C(=O)N(CC)CC,11,5,-1,-17,-1,2,-0.1,0.4,-2
Cc1ccc2cc(C#N)c(N3CCN(C(=O)c4cccs4)CC3)nc2c1,10,-1,-6,-10,27,-11,0.8,-0.7,1
O=C1CCCc2ccccc2N1Cc1cccc(Cl)c1,-2,3,-7,-21,10,-9,-0.6,-1.9,-16
CC1CN(C2CCN(S(=O)(=O)Cc3ccccc3)CC2)CC(C)O1 (configuration not stated),-1,3,-7,1,12,-3,0.1,0.5,1
NC(=O)c1ccccc1NC(=O)CS(=O)(=O)Cc1ccccc1,1,4,-2,-4,3,-9,0.7,-0.2,-22
COc1cccc(CNC(=O)COC(=O)CCCNC(=O)c2ccc(Cl)cc2)c1,1,-6,-5,-24,-39,5,-1.4,-2.8,20
COCCN(Cc1ccccc1)C(=O)c1cccc(S(=O)(=O)N(C)c2c(C)n(C)n(-c3ccccc3)c2=O)c1,1,-1,-5,-29,-18,-8,-0.7,-1.4,6
O=c1c2ccccc2cnn1-c1ccc(Cl)cc1,11,6,-3,-8,3,-4,-0.9,-1.3,-8
Cc1ccc(-n2nnnc2SCC(=O)Nc2nc(-c3ccc(F)cc3)cs2)cc1C,13,5,5,1,11,-8,5.0,2.5,-20
CC(C)COc1ccc(CNC(=S)Nc2ccccc2)cc1Cl,2,-9,4,22,26,-18,2.1,5.3,16
COCc1cc(C)nc(SCC(=O)Oc2ccc(Cl)cc2)c1C#N,2,3,-3,-15,3,1,0.6,1.6,-1
CCOC(=O)CCC(NC(=O)CCC(=O)NC(CCC(=O)OCC)C(=O)OCC)C(=O)OCC (configuration not stated),6,6,-6,2,-29,0,-0.3,0.5,-2
CCOC(=O)C1CCCN(S(=O)(=O)c2cc(Br)cc3c2N(C(=O)CC)CC3)C1 (configuration not stated),0,3,-2,-26,9,-3,1.9,1.4,7
CC1(C(=O)NS(=O)(=O)c2ccccc2)CCN1C(=O)C/C=C/c1ccccc1 (configuration not stated),0,5,-1,x,11,x,x,x,-20
CCOc1ccc(C2Nc3ccccc3C(CC)(CC)O2)cc1 (configuration not stated),5,8,-3,-14,1,-9,0.7,0.5,-10
CCCCCOc1ccc(NC(=O)C(=O)NCCCn2ccnc2)cc1,4,-15,2,-6,-1,-19,5.2,5.2,24
COc1ccc(-c2noc(CCC(=O)N3CCN(c4ccccc4OC)CC3)n2)cc1,6,-7,-1,-19,27,x,x,x,1
Cc1nc(N2CCN(c3ccccc3)CC2)nc2c1C(=O)CC(C)C2 (configuration not stated),13,-2,-2,-13,2,-3,-0.3,0.7,-5
NS(=O)(=O)c1cccc(NC(=O)CSc2nnnn2-c2ccccc2)c1,1,8,-2,-5,-16,-5,0.6,-0.1,-3
Cc1ccccc1-c1nc(CN2CCC(C(=O)NCCCN3CCOCC3)CC2)c(C)o1,0,4,-5,-6,-6,5,-0.1,0.5,2

# One compound at a time, as listed above.
# Results for `Cc1ccc(-n2nnnc2SCC(=O)Nc2nc(-c3ccc(F)cc3)cs2)cc1C` : TAAR1 ag = 13; CHRM1 PAM = 5; M1 ag = 5; CHO parental Ca = 1; TAAR1 antagonist = 11; OXTR potentiate = -8; V1aR counter = 5.0; OXTR agonist = 2.5; CHRM1 antagonist = -20
# Results for `CC1CN(C2CCN(S(=O)(=O)Cc3ccccc3)CC2)CC(C)O1` (configuration not stated) : TAAR1 ag = -1; CHRM1 PAM = 3; M1 ag = -7; CHO parental Ca = 1; TAAR1 antagonist = 12; OXTR potentiate = -3; V1aR counter = 0.1; OXTR agonist = 0.5; CHRM1 antagonist = 1

# Next part:
SMILES,TAAR1 ag,CHRM1 PAM,M1 ag,CHO parental Ca,TAAR1 antagonist,OXTR potentiate,V1aR counter,OXTR agonist,CHRM1 antagonist
Cc1ccsc1CN(C)CC(=O)Nc1ccc([N+](=O)[O-])cc1Cl,2,-7,-6,-5,52*,-10,0.4,-0.1,12
COc1ccc(F)cc1-c1cc(C(=O)NC2CCCCC2)[nH]n1,3,0,-7,x,-11,x,x,x,-1
CN(C[C@H](Cc1ccccc1)N(C[C@H](CC1CCCCC1)N(CCc1ccccc1)N=O)N=O)N=O,15,2,-5,-29,3,-9,0.0,0.5,4
Cc1cc(C)c(NC(=O)CSc2nc3ncc(Br)cc3[nH]2)c(C)c1,8,12,-1,-16,-5,-4,1.3,0.2,-9
Cc1ccccc1NC(=O)COC(=O)C1CC2CCCC(C1)C2=O (configuration not stated),1,-1,-1,-7,-11,-7,0.9,1.6,5
CC(C)(C)c1nnc(NC(=O)C2c3ccccc3Oc3ccccc32)s1,19,7,7,-35,-56,-6,1.3,1.0,-21
CCN(CC)CCSc1nc2ccccc2n1Cc1ccccc1,2,-30,-9,-18,9,-17,-0.5,1.7,90*
CC1=NN(C(N)=S)C(=O)C1N=Nc1ccccc1 (configuration not stated),-2,0,-3,-3,7,2,-0.3,-0.8,-6
Cc1nc(SCC(=O)N2CCOCC2)c2c(=O)n(C)c(=O)n(CC(C)C)c2n1,3,3,-4,-17,-3,-4,0.9,0.3,-7
COC(=O)c1ccccc1NC(=O)COC(=O)c1cccnc1,2,10,-1,-15,5,-17,-0.7,-1.0,-8
COc1nc(NCCc2ccc(OC)c(OC)c2)nc(OC)n1,11,8,-1,-10,-4,-5,0.3,-0.2,-13
COc1ccc(OC)c(C(c2nnnn2C(C)(C)C)N2CCc3ccccc3C2)c1 (configuration not stated),65*,-1,-5,12,8,-10,-0.5,-1.8,-2
CSc1ncccc1C(=O)Nc1ccc(S(=O)(=O)N2CCCC2)cc1,12,1,-4,-6,-3,-9,4.0,5.8,2
CCCc1cc(=O)n2c([nH]c3ccccc32)c1C#N,8,-5,14,-12,3,-5,4.7,6.1,-5
O=C(Nc1ccccc1C(F)(F)F)c1cc2ccccc2o1,-2,3,-1,-20,0,-8,-0.7,-2.4,-9
COc1cc2c(cc1OC)CN(C(=O)/C=C/c1cccc([N+](=O)[O-])c1)CC2,2,7,-5,-7,-3,-5,0.5,-0.9,-12
COC(=O)CSc1nnc(COc2ccc3ccccc3c2)o1,18,10,-2,x,9,x,x,x,-6
COc1ccccc1C(=O)NCCC(=O)N(C)CC(=O)Nc1ccc(Cl)cc1,-1,7,-4,-20,3,2,-0.5,-1.1,-10
Cc1cccc(OCc2nnc(SC(C)C(=O)O)n2-c2ccccc2)c1 (configuration not stated),4,9,1,1,1,-6,0.5,-0.2,-10
CCOc1ccc(NC(=O)CSc2nc(=O)n(CCN3CCOCC3)c3c2CCCC3)cc1,0,5,-2,-11,-7,-6,0.1,-0.4,-9
CN1C(=O)c2ccccc2C(C(=O)O)C1c1cccc([N+](=O)[O-])c1 (configuration not stated),7,1,-4,1,4,-2,0.2,0.6,0
COCCCN1C(=O)N(c2ccc(F)cc2)C(=O)C1CC(=O)Nc1ccccc1 (configuration not stated),0,-2,-2,-16,8,-2,-0.3,0.5,3
O=C(NC1CC2CCCC(C1)N2Cc1ccco1)NC12CC3CC(CC(C3)C1)C2 (configuration not stated),3,9,-4,-23,2,0,0.3,-0.3,-17
O=C(NC1CCCc2ccccc21)c1cc(Cl)ccn1 (configuration not stated),-7,2,-9,-3,-1,-4,-1.0,-1.8,-13
CCOc1ccc(/C=N/NC(=O)c2cccc3ccccc23)c(OCC)c1,-1,2,-2,x,-6,x,x,x,-1
COc1ccc(C(=O)Nc2ccc(OCC(=O)N3CCOCC3)cc2)c(OC)c1OC,1,6,-1,-10,-9,-9,0.7,0.8,-4
COc1ccc(-c2cc(-c3ccccc3)nc(SCC(=O)Nc3nccs3)c2C#N)cc1,0,7,-4,-7,1,1,1.4,1.1,-8
CCn1cc(/C=N/NC(=O)c2ccc3c(c2)OCO3)cn1,1,7,-4,7,-8,-6,1.2,-0.1,-4
CCN(CC)CCN(Cc1cc2ccc(C)cc2[nH]c1=O)C(=O)Nc1ccc(Cl)cc1,9,7,-15,-19,7,-7,-0.2,-0.7,-3
Cn1c(=O)c(/C=C/c2ccc(F)cc2)nc2ccccc21,3,7,-2,x,-34,x,x,x,-5
Cc1cc2cc(CNC(=S)Nc3ccc(OC(F)F)cc3)ccc2[nH]1,0,3,-2,9,22,-3,2.0,3.6,-5
Cc1ccsc1/C=N/NC(=O)CSCc1ccc(Cl)cc1,-1,0,-3,-20,16,-2,0.7,-1.1,4
COc1cccc(OCC(=O)O/N=C(\N)c2ccncc2)c1,0,7,1,16,-10,-7,2.1,1.0,-9
COC1OC(COC(=O)c2ccccc2)C(OC(=O)c2ccccc2)C1OC(=O)c1ccccc1 (configuration not stated),1,4,-1,5,-11,-12,1.5,0.1,3
Cc1cc(C(=O)NC(Cc2ccccc2)C(=O)O)c(C)o1 (configuration not stated),1,16,4,2,-12,-3,1.3,-0.1,-18
COC(=O)c1c(C(=O)OC)c(-c2cccc(F)c2)n2c1CS(=O)(=O)C2,-2,12,3,-10,0,-10,0.2,-1.3,-12
N#Cc1ccc(Cl)cc1NC(=O)CSc1cccc[n+]1[O-],2,2,-1,-11,-27,-6,1.3,-0.2,-1
CC(=O)Cn1cnc2c(sc3nc(C)cc(C)c32)c1=O,6,12,-4,-15,-21,-12,0.7,0.6,-18
Cc1ccc(N2C(=O)C3CC3C2=O)cc1 (configuration not stated),5,-4,-3,0,14,-2,0.1,0.3,0
O=C(CSc1ncc(-c2ccccc2)nn1)NCc1ccco1,4,9,-6,2,11,-6,0.6,-0.7,-18
CCc1ccc(NS(=O)(=O)c2c(C(=O)N3CCCCCC3)c(C)n(C)c2C)cc1,0,-3,-3,-32,-12,-11,-1.1,-2.1,15
COc1ccc(OC)c(N(CC(=O)N2CCc3ccccc3C2)S(C)(=O)=O)c1,8,8,-4,14,4,-2,1.4,1.1,-27
O=C(N/N=C/c1ccccc1O)NC12CC3CC(CC(C3)C1)C2,24,7,3,5,22,-17,0.4,0.5,-11
Cc1nc(SCC(=O)c2ccc(F)c(F)c2)[nH]c(=O)c1Oc1ccc(F)cc1,-2,9,-3,-8,-20,-2,-1.4,-2.1,-7
